NPY Y1 blocker: NPY-Y1 receptor antagonists, primary screen, cell-based; inhibition, % at 3.6 µM; 200,000 compounds, 1% hits; AID 1040, 2008; Neuropeptide Y receptor type 1 (Homo sapiens), P25929; HEK293-CNG Y1 cells, membrane potential fluorescence; NPY at EC95, then isoproterenol;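 active means inhibition above the campaign mean inhibition of all tested compounds plus 3 SD, cut at about 20% in these data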;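 further: 0% = DMSO wells given NPY plus isoproterenol and 100% = isoproterenol alone without NPY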
Target sequence (P25929 whole entry, looked up): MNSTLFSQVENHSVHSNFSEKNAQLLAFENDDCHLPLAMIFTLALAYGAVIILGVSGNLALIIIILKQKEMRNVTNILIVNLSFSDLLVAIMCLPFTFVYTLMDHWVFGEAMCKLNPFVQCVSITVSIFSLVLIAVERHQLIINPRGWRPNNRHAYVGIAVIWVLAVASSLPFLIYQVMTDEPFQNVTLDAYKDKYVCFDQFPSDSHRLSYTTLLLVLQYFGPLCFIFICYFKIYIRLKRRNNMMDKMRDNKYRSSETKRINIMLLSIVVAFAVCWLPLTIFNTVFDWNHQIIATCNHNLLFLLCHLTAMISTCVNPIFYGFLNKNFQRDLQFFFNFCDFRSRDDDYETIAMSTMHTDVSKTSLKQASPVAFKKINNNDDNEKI
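Benchmarks – high control isoproterenol alone, low control NPY with isoproterenol · Material – HEK293 Y1/CNG channel cell line · Times – dye 3 h, compound 60 min room temperature, stimulation 45 min · Probe or stimulus – NPY (25 nM), isoproterenol (1 µM), Ro 20-1724 (25 µM) · Evaluation – % inhibition of NPY effect · Signal – fluorescence, membrane potential probe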
p97 inhibitor: inhibitors of human p97 ATPase, primary screen, biochemical | inhibition, % at 8 µM | recombinant p97 ATPase, Kinase-Glo ATP luminescence, 3 h | 220,000 compounds, 0.42% hits | Transitional endoplasmic reticulum ATPase (Homo sapiens), P55072; in the data active means inhibition above about 15%;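 further: 0% = DMSO vehicle and 100% = wells lacking enzyme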
Runt-CBFb FRET: inhibitors of RUNX1 Runt–CBFb binding, primary screen, biochemical, FRET, Cerulean-Runt, Venus-CBFb, uHTS | inhibition, % at 20 µM | 220,000 compounds, 0.46% hits | Cerulean-Runt/Venus-CBFb FRET ratio 530/480, 1 h | AID 1496, 2009;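 active means inhibition over about 50% at 20 µM in the single-dose screen, limit read from the data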;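 further: 0% = DMSO wells and 100% = excess unlabeled CBFb competitor control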
Target sequence (Q01196 whole entry, looked up): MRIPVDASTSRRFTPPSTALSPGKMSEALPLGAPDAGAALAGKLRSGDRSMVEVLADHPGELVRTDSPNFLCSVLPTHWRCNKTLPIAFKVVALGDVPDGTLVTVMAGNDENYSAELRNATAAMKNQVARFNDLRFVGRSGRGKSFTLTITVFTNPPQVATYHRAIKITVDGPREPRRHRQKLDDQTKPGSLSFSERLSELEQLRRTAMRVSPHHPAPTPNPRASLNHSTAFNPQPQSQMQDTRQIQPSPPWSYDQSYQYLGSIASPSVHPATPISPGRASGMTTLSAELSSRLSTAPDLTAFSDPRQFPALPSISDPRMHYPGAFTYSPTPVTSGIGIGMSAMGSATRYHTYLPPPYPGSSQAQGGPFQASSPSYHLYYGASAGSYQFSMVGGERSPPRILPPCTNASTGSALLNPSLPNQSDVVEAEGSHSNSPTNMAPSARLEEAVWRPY
Target sequence (Q13951 whole entry, looked up): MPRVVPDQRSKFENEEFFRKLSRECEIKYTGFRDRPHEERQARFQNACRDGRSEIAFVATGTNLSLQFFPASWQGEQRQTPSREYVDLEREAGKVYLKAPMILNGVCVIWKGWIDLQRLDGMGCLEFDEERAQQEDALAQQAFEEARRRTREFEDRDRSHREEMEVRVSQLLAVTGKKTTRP
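System: Cerulean-labeled Runt domain protein | Quantity: 100 nM of each labeled protein | Schedule: 1 h compound exposure, room temperature | Detection: Fluorescence energy transfer, 422 nm excitation, 530/480 nm emission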
NPY-Y1 PAM-ag: NPY-Y1 receptor potentiators or agonists, primary screen, cell-based; Neuropeptide Y receptor type 1 (Homo sapiens), P25929; NPY-Y1 expressing cells, potentiator/agonist activation; activation, % at 3.6 µM; 220,000 compounds, 0.37% hits; in the data active means activation above about 33%, passing the limit was not always enough;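 further: cells stimulated with NPY at EC10 then isoproterenol at EC100; 0% = low agonist plus stimulus and 100% = saturating agonist plus stimulus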
MDM2 E3 inh: MDM2-luciferase reporter signal enhancers, primary screen, MDM2 E3 ligase inhibitor project, cell-based, luminescence, 1536-well | E3 ubiquitin-protein ligase Mdm2 (Homo sapiens), Q00987 | cell-based MDM2 ubiquitination luciferase reporter, 2 h; 0 = plate control, 100 = twice control, blank-subtracted | signal enhancement, % at 5 µM | 210,000 compounds, 0.11% hits | AID 1230, 2008;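 active means signal enhancement of 30% or more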;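 further: luminescence tracks abundance of the self-degrading MDM2-luciferase fusion protein; higher signal means inhibition of MDM2 E3 ligase activity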
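Material: stable MDM2–luciferase fusion reporter cells / Quantity: 2000 cells/well / Dosing: single 5 µM compound dose, 0.2% final DMSO / Buffer or medium: DMEM / Schedule: 4 h cell settling then 2 h compound exposure, 37 °C / Detection: luminescence with SteadyLite reagent, 15 min at room temperature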
RBBP9 inh: human RBBP9 inhibitors, primary screen, biochemical, fluorescence polarization, FP-Rh probe, HTS; Serine hydrolase RBBP9 (Homo sapiens), O75884; recombinant RBBP9; inhibition, % at 7.94 µM; 220,000 compounds, 0.2% hits; AID 1515, 2009;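 active means inhibition above the campaign mean of all tested compounds plus 3 SD, cut at about 14% in these data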;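 further: plate controls were DMSO wells with RBBP9 for no effect and wells lacking RBBP9 protein for full effect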
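System: RBBP9 protein / Buffer or medium: Tris/NaCl buffer pH 8.0 with 0.1% Pluronic / Probe or stimulus: Serine-hydrolase probe FP-Rh, 375 nM pre-mixing / Dosing: 7.94 µM single dose, 0.794% DMSO / Times: enzyme-compound preincubation 30 min, then probe labeling 45 min, 25 °C / Technique: fluorescence polarization (mP), excitation 525 nm, emission 598 nm / Replication: singlicate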
NPY-Y2 PAM-ag: NPY-Y2 potentiators or agonists, primary screen, cell-based. 220,000 compounds, 0.45% hits. Neuropeptide Y receptor type 2 (Homo sapiens), P49146. AID 1359, 2008. activation, % at 3.6 µM. cells expressing NPY-Y2, potentiator/agonist read-out; in the data active means activation above about 27%;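 further: cells stimulated with NPY near EC25 plus isoproterenol at EC100; 0% = vehicle plus submaximal agonist and 100% = vehicle plus saturating agonist; some results beyond the cut were filed as inactive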
Hck-Nef inh: inhibitors of Nef-activated human Hck kinase, primary screen, biochemical, Z-Lyte FRET, 384-well, Hck-YEEI | Tyrosine-protein kinase HCK (Homo sapiens), P08631 | Recombinant Hck-YEEI plus Nef, Z-Lyte FRET kinase assay | inhibition, % at 20 µM | 220,000 compounds, 0.68% hits;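 active means Hck-Nef kinase inhibition above about 50%, limit read from the data; inactive means inhibition below that limit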;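 further: 0% = DMSO with Hck plus Nef and 100% = Hck alone without Nef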
Runt-SMMHC FRET: inhibitors of RUNX1 Runt–CBFb-SMMHC binding, primary screen, biochemical, FRET, Cerulean-Runt, Venus-CBFb-SMMHC, uHTS; Runt-related transcription factor 1 (Homo sapiens) + Core-binding factor subunit beta …; Cerulean-Runt/Venus-CBFb-SMMHC FRET ratio 530/480, 1 h; inhibition, % at 20 µM; 220,000 compounds, 0.74% hits; AID 1434, 2008;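 active means mean inhibition across duplicate retests at 20 µM reaching about 50%, limit read from the data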;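 further: 0% = DMSO wells and 100% = wells with excess untagged CBFb-SMMHC; inhibitors lower the FRET ratio by blocking Runt binding to CBFb-SMMHC; some results filed as inactive read as strong as hits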
An asterisk follows results filed as active; · = no result given.

SMILES	NPY Y1 blocker	p97 inhibitor	Runt-CBFb FRET	NPY-Y1 PAM-ag	MDM2 E3 inh	RBBP9 inh	NPY-Y2 PAM-ag	Hck-Nef inh	Runt-SMMHC FRET
CCn1cc(CN2CCc3c([nH]c4ccccc34)C2c2cccc(OC)c2OC)c(C)n1 (stereo unspecified)	5.5	2.2	2.0	8.3	-0.2	0.3	-8.4	16.3	5.6
O=C(C1CCCN(S(=O)(=O)c2cccs2)C1)N1CCc2ccccc2C1 (stereo unspecified)	-1.1	0.5	1.0	17.0	-3.3	2.8	-2.3	1.1	-1.3
CCOC(=O)Cn1c(=O)oc2cc(S(=O)(=O)NC(C)c3ccccc3)ccc21 (stereo unspecified)	-4.9	-0.9	-1.3	8.7	-11.9	2.1	-1.9	6.6	2.6
O=C(CCC(=O)Nc1cccc(Cl)c1)N/N=C/c1cc([N+](=O)[O-])ccc1O	-5.0	3.3	-2.0	-7.2	-16.6	-2.6	-11.0	29.5	-2.1
CN(C)C(=O)c1ccc2c(c1)n(C)c(=O)n2C	5.7	3.4	1.9	-10.4	·	1.8	5.1	5.5	0.2
CC1CCC(C(C)C)C(OCC[N+](C)(C)C)C1 (stereo unspecified)	2.0	-6.4	1.3	-18.1	-7.9	-8.8	3.6	-1.3	3.4
CCNC(=O)COc1ccc(/C=N/NC(=O)c2cccnc2)cc1OC	2.8	-2.2	1.4	-8.9	0.7	-12.8	1.5	7.9	-2.8
CCOC(=O)C1=C(CSc2nc3ccccc3s2)NC(=O)NC1c1cc(C)ccc1C (stereo unspecified)	5.0	0.3	-1.4	2.3	-20.2	-6.4	-9.7	0.7	6.8
N#Cc1ccc(-c2ccc(Cl)cc2)nc1SCC(=O)c1cccc(Cl)c1	7.1	0.3	-22.3	6.6	-18.1	-7.8	1.4	4.6	-88.8
O=C(Nc1ccc(F)cc1)N(Cc1cccs1)Cc1cc2cc3c(cc2[nH]c1=O)OCO3	-3.2	1.7	-5.9	-4.6	-4.0	-2.3	-8.8	-2.1	-9.1
CC(C)n1cc(/C=N\NC(=O)c2cc3c(ccc4ccccc43)o2)c2ccccc21	0.2	0.8	-1.2	-8.6	-8.4	2.4	-18.8	5.3	-69.4
CCOc1ccc(Br)cc1S(=O)(=O)Nc1ccc(N2CCOCC2)cc1	5.5	3.7	4.3	-22.4	-2.4	-2.3	2.9	3.5	-1.1
Cc1cc(=O)n2[nH]c(=O)c(N=Nc3ccccc3)c2[nH]1	4.3	3.6	-6.8	-6.3	-2.4	15.5*	-10.8	2.7	-12.1
O=C(/C=C/c1cccc(Br)c1)NCc1ccncc1	2.1	1.1	-2.2	-4.9	-15.9	-3.7	-10.9	3.9	2.3
Cc1ccn2c(Nc3ccccc3)c(-c3ccccn3)nc2c1	11.1	-2.5	·	0.0	-3.8	-0.6	-3.8	-1.3	0.9
CCCCCCC(=O)N(O)C1CC(=O)N(c2ccc(C)cc2)C1=O (stereo unspecified)	3.1	-2.1	23.9	-27.7	-23.0	-10.4	-28.1	-1.4	16.9
Cc1ccc(/C=N/N2CCN(Cc3cccc4ccccc34)CC2)o1	-3.2	-0.6	17.3	13.3	-22.3	-8.4	1.0	5.8	10.3
O=C(CCNc1ccc(Cl)cc1)c1cccs1	0.5	0.5	1.3	-5.1	-15.4	-6.9	13.8	0.0	0.4
O=C(Nc1cccc(F)c1)c1ccc(S(=O)(=O)NCC2CCCO2)cc1 (stereo unspecified)	-8.8	-1.0	-0.7	7.5	-0.3	-4.2	11.7	2.2	0.7
Cc1nn(-c2ccccc2)c2[nH]c(=O)c(CNc3ccc4c(c3)OCCO4)cc12	-6.3	-3.1	-17.9	-1.7	-8.7	0.2	-0.9	2.4	-60.1
CC(=O)OCC(=O)Nc1ccc(SC(F)F)cc1	5.8	4.7	0.3	-0.4	-6.5	-5.2	-1.7	8.9	2.3
O=C(O)c1nn(-c2ccccc2)c(-c2ccccc2)c1C(=O)c1ccccc1	-4.0	1.2	-2.4	5.8	4.9	-1.6	8.1	2.9	1.9
O=S(=O)(O/N=C1\CCCc2ccccc21)c1ccc(Cl)cc1	1.8	1.4	0.5	-3.4	-10.6	2.4	-6.2	1.5	-4.5
CC(C)Oc1ccc(CNCC2(O)CCOC(C)(C)C2)cc1 (stereo unspecified)	-0.8	0.3	-2.5	-1.2	-7.3	-3.9	4.6	1.5	0.8
Cc1ccc(S(=O)(=O)N2CCCC(C(=O)NC3=NCCS3)C2)cc1 (stereo unspecified)	0.3	-2.1	-1.4	9.3	2.8	-11.6	6.6	0.0	-9.7
Remaining list, next part:
SMILES	NPY Y1 blocker	p97 inhibitor	Runt-CBFb FRET	NPY-Y1 PAM-ag	MDM2 E3 inh	RBBP9 inh	NPY-Y2 PAM-ag	Hck-Nef inh	Runt-SMMHC FRET
CC(/C=N/n1c(-c2ccco2)n[nH]c1=S)=C\c1ccccc1	1.0	-1.8	13.4	-12.2	-16.5	-7.5	5.3	0.8	10.5
N=C1/C(=C\c2ccc(SCc3ccccc3)o2)C(=O)N=C2SC(CC(=O)N3CCOCC3)=NN12	·	-0.6	6.3	8.4	·	-1.8	10.1	27.0	-21.4
Cc1nnc(SCc2nc(N)nc(Nc3ccccc3)n2)s1	-2.5	8.3	-1.6	-13.0	-24.0	-7.6	6.7	0.6	-0.5
Cc1cnc(NC(=O)c2cc3c(C)nn(Cc4ccccc4Cl)c3s2)s1	-4.6	2.8	-2.0	-0.1	-3.1	-6.2	9.2	13.7	-4.5
N#CCSc1nn(-c2ccc(F)cc2)c(=S)s1	-2.3	1.8	2.0	6.6	-10.9	-0.2	-7.1	14.2	-1.8
C/C(N)=C(/C#N)C(=O)COC(=O)c1cccc2ccccc12	-4.2	4.7	-1.8	-0.5	11.2	-4.3	-3.4	7.2	-3.0
Cc1ccc(NC(=O)c2c(NC(=O)CCC(=O)O)sc3c2CCCCC3)cc1	-4.6	4.5	13.3	14.2	-0.4	-8.1	-5.7	40.2	12.7
COc1ccc(CC(=O)NCCC(C)C)cc1S(=O)(=O)N1CCOCC1	2.5	4.0	-1.6	15.5	-4.0	-7.8	4.7	18.9	-2.2
O=C(NC1CCCCC1)OCCN1CCN(Cc2ccccc2)CCC1=O	-3.6	-5.8	-2.2	-4.4	·	-4.3	-0.1	0.3	2.6
CCCc1nc2oc3c(OCC)ncnc3c2c2c1COC(C)(C)C2	4.1	1.0	-1.8	0.5	-9.1	0.0	-9.4	-0.2	5.0
Cc1noc(C)c1CSc1ncnc2ccccc12	-0.8	6.0	-1.3	-10.6	-19.7	0.0	-0.8	2.3	1.5
CN(CC(=O)NC1CCCCC1)S(=O)(=O)c1ccc(Br)s1	2.1	-1.6	1.6	-3.2	-65.6	-6.0	0.7	1.1	2.3
O=C(CNc1ccc2ccccc2c1)NNC1=NCCC1	-0.3	-2.9	1.3	12.4	8.5	2.2	10.1	-14.5	3.2
Cc1ccc(NC(=O)CSc2nnc(CSc3nc(C)cc(C)n3)n2Cc2ccco2)c(C)c1	1.2	-8.9	7.7	7.3	2.6	-12.6	-1.6	-0.9	5.5
CCC(C(=O)NC1CCCC1)N(Cc1ccc2c(c1)OCO2)C(=O)c1snc(C(N)=O)c1N (stereo unspecified)	-5.5	0.9	2.1	5.6	-16.2	-2.5	5.1	3.2	7.6
CC1=C(C(=O)N2CCCCC2)C(c2cccs2)C2=C(CCCC2=O)N1 (stereo unspecified)	3.7	0.6	3.7	-10.5	-8.8	-4.3	12.7	1.7	3.4
O=C(COc1ccccc1)NNc1nc2c(F)cc(F)cc2s1	-0.2	-5.9	4.1	-20.3	-17.8	-7.2	-17.6	14.3	0.3
Cc1cccc(C)c1NC(=O)CSc1nnc([C@@H]2CCCN2C(=O)OC(C)(C)C)o1	3.9	-1.6	-1.3	-1.8	-15.0	-7.3	-0.8	0.0	-5.1
Cc1ccc(S(=O)(=O)N/N=C/c2cccc3c2OCCO3)cc1	4.0	-3.5	-1.5	-17.7	-3.4	-10.4	0.1	1.5	1.8
COC(=O)c1ccc(-n2nnnc2SCc2nn[nH]n2)cc1	7.2	0.4	0.5	-24.3	-7.4	-2.7	-7.4	1.9	5.6
CCC(C(=O)NC(C)(C)C)N(C(=O)Cn1nnc(-c2cccs2)n1)c1cnc2ccccc2c1 (stereo unspecified)	13.1	-3.3	-2.9	15.6	-9.4	-9.9	3.9	-0.2	0.9
Cc1cccc(-n2cnc(C(=O)N3CCN(C)CC3)c2)n1	0.6	3.4	2.0	3.0	-7.3	-3.9	-10.0	5.3	1.9
O=C(NCc1ccc2c(c1)OCO2)c1cc(-c2ccccc2)on1	-0.2	2.1	2.1	-35.7	-8.3	1.8	4.5	-3.7	-2.1
O=c1[nH]c(=S)[nH]c(O)c1N=Nc1ccc(-c2ccccc2)cc1[N+](=O)[O-]	-3.3	5.5	-20.4	6.3	-6.8	-4.0	0.5	68.4*	-23.2
O=C(/C=C/c1ccco1)Oc1cccc2cccnc12	·	8.7	-1.3	4.6	-9.0	4.9	-2.4	7.8	1.3
COc1cccc(C(=O)NC(=S)Nc2ccc3oc(=O)ccc3c2)c1	4.5	5.6	2.9	-13.8	-8.9	-6.9	-4.9	-2.3	1.5
Cc1ccc(S(=O)(=O)Nc2nc(C)c(C(=O)NN)s2)cc1	·	2.0	4.9	-5.3	-15.5	-3.7	-12.2	12.2	2.4
Cc1cc(C)c(C#N)c(SCc2nnc(-c3ccccc3[N+](=O)[O-])o2)n1	7.7	3.1	1.0	2.0	-2.0	-7.2	-0.7	21.3	0.1

From PubChem BioAssay
